ABCB1 block = inhibitors of human ABCB1 transporter, ABCG2 counter-screen; hit rate 0.067% among 190,000; P08183; CCRF-Adr cells, JC-1 efflux, flow cytometry; inhibition, % at 6.6 µM; in the data active means inhibition above about 40%;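 further: 0% = vehicle and 100% = reference inhibitor; higher value means more JC-1 retained so stronger ABCB1 efflux block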
Target sequence (P08183 whole entry, looked up): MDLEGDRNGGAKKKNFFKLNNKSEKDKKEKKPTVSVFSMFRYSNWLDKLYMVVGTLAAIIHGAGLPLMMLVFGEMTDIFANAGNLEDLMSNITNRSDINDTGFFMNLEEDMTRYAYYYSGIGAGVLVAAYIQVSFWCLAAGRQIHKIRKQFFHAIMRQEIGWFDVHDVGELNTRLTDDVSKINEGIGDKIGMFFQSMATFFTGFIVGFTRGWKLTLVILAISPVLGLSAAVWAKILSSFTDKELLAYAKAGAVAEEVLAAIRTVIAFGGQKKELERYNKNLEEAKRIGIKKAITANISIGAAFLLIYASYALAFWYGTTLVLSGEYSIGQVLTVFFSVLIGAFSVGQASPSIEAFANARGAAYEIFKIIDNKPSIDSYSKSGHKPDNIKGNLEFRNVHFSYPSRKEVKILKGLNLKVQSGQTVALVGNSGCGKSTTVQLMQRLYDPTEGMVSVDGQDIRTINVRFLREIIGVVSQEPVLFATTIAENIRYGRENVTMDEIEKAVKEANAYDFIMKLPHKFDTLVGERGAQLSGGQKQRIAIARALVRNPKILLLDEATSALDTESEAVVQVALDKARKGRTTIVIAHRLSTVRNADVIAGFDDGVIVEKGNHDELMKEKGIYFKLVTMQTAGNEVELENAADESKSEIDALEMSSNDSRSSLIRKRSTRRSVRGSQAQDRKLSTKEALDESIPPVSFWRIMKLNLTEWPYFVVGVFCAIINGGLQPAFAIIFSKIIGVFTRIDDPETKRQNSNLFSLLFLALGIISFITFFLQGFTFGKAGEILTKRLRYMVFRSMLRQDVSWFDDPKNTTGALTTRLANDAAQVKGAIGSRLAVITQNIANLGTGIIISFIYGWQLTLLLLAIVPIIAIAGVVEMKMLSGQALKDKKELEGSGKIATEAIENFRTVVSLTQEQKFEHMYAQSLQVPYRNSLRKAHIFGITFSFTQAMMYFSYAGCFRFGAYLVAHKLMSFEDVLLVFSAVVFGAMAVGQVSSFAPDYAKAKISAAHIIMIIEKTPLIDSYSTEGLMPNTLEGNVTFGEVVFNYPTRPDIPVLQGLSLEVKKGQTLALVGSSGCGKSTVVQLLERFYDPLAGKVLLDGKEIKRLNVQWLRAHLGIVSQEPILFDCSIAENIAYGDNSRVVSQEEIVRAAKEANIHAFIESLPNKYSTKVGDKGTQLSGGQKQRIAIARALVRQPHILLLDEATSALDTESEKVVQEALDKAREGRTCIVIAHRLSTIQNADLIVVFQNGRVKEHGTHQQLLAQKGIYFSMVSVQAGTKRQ
Pf gametocyte = inhibitors of late stage P. falciparum gametocyte viability | hit rate 0.065% among 150,000 | inhibition, % at 10.9 µM | P. falciparum stage V gametocytes, ATP luminescence, 24 h;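 active means inhibition above the mean plus 3 SD of compounds within the control limits, set per campaign, cut at about 38% in these data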;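 further: 0% = DMSO wells and 100% = medium only without gametocytes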
Avidin bead fluor = compound fluoresces at 488/530 nm on avidin beads. compound fluorescence 488/530 nm, flow cytometry; active compounds read high. fluorescence (KMESF) at 10 µM. hit rate 0.38% among 220,000. AID 1775; in the data active means fluorescence above about 47; further: inactives centre near 10
ABCG2 inh = inhibitors of human ABCG2 transporter, ABCB1 counter-screen | Q9UNQ0 | IgMXP3 cells, JC-1 efflux, flow cytometry | inhibition, % at 6.6 µM | hit rate 0.1% among 190,000;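 active means inhibition above 80%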;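 further: 0% = DMSO and 100% = nicardipine control wells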
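test system = two drug-resistant human cell lines, ABCG2 and ABCB1 | amount = 3 million cells/mL final, two lines in 1:1 ratio | reagent = JC-1 transporter substrate | doses = one concentration, 6.6 µM final | incubation = 10 min at 25 °C | signal = flow cytometric JC-1 green MFI at 530 nm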
Mcl1-Noxa inh = Mcl-1/Noxa interaction inhibition; Q07820; TR-FRET Mcl-1/Noxa peptide binding, 2 h; inhibition, % at 21.7 µM; hit rate 1.5% among 220,000; AID 1022;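 active means compounds that cut the protein-peptide binding signal by more than 50% relative to plate controls in a single-dose test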;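 further: His-tagged Mcl-1 with rhodamine Noxa BH3 peptide and terbium anti-His antibody; 0% = Mcl-1 plus Noxa peptide wells and 100% = peptide-only wells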
RGS4-Gao reg = human RGS4-Galphao interaction regulation; P09471; Multiplexed bead flow cytometry, RGS4-Galphao binding; actives lie on both sides; binding response (% of control), % at 10 µM; hit rate 0.33% among 220,000; AID 1415; in the data active means binding response below about 49% or above about 150%; inactive means in between;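 further: fluorescent Galphao activated with aluminum fluoride binding bead-coupled RGS4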
Mcl1 Bid PPI = Mcl-1/Bid interaction inhibition; hit rate 0.97% among 220,000; inhibition, % at 21.7 µM; TR-FRET Mcl-1/Bid-Dy647 peptide binding, 1536-well; AID 1021; Q07820;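 active means compounds that cut the binding signal by more than half at the single screening dose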;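 further: His-tagged Mcl-1 with europium anti-His antibody binding Bid BH3 peptide; 0% = Mcl-1 plus peptide wells and 100% = peptide-only wells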
RGS8-Gao = modulates binding of RGS8 to human Galphao. P09471. multiplexed bead flow cytometry; actives lie on both sides. response (percent of control binding), % at 10 µM. hit rate 0.34% among 220,000; in the data active means response below about 60% or above about 140%; inactive means in between;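 further: Galphao activated as the GDP aluminium fluoride complex binding bead-coupled RGS8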
GSH bead fluor = compound fluoresces at 488/530 nm on GSH beads | GSH beads flow cytometry, compound fluorescence 488/530 nm; active compounds read high | fluorescence (KMESF) at 10 µM | hit rate 0.25% among 190,000 | AID 1776; in the data active means fluorescence above about 89;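 further: glutathione beads carrying GST-tagged Bcl family fusion proteins plus one bare bead set; values are compound well signal with DMSO vehicle wells as background; inactives centre near 16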
Mcl-1 Bim block = disrupts Bim peptide binding to human Mcl-1; Bead-based flow cytometry, Bim peptide-Mcl-1 binding; inhibition, % at 10 µM; hit rate 0.1% among 190,000; AID 1009; in the data active means inhibition above about 40%;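 further: 0% = no compound tracer wells and 100% = peptide blocker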
RGS7-Gao reg = regulators of human RGS7-Galphao interaction; P09471; Multiplexed bead flow cytometry, RGS7-Galphao binding; actives lie on both sides; binding response (% of control), % at 10 µM; hit rate 0.35% among 220,000; in the data active means binding response below about 49% or above about 150%; inconclusive means no clear call, values can overlap the other calls; inactive means in between;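 further: fluorescent Galphao held in activated GDP-AlF4 state binding bead-coupled RGS7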
Starred values were filed as active, the others as inactive; ? = inconclusive; / = not tested or not shown.

The opening eight compounds, ahead of the listing:
Below each SMILES – Avidin bead fluor | ABCG2 inh | RGS4-Gao reg | Mcl1-Noxa inh | Pf gametocyte | RGS7-Gao reg | GSH bead fluor | Mcl-1 Bim block | Mcl1 Bid PPI | ABCB1 block | RGS8-Gao
[1] COc1ccc(/C=N/NC(=O)c2cc(C3CC3)[nH]n2)cc1OC
  7 | / | 102 | -6 | 7 | ? | / | / | -15 | / | 103
[2] CCn1c(=O)c(C(=O)CN2CCN(S(=O)(=O)c3cc(C)ccc3C)CC2)c(N)n(Cc2ccccc2)c1=O
  3 | 6 | 93 | 22 | 11 | 93 | 6 | -1 | -7 | 2.7 | 101
[3] CCN1CCN(C(=S)c2ccc(OC)cc2)CC1
  6 | 7 | 99 | 14 | 13 | ? | 14 | -2 | -8 | 0.2 | 94
[4] Oc1ccc(/C=N/NC(=S)Nc2cccnc2)c(O)c1
  13 | -3 | 102 | -5 | -2 | 102 | 18 | -9 | -87 | -0.9 | 103
[5] Cc1ccc(NC(=S)Nc2ccc(OC(F)F)c(Cl)c2)cc1Cl
  3 | 2 | 98 | 24 | -10 | 99 | 9 | -3 | -33 | 0.4 | 91
[6] O=C(c1ccc(Cl)cc1Cl)c1ncc(C(F)(F)F)cc1Cl
  12 | 4 | 100 | -1 | -24 | 100 | 19 | -2 | -3 | 0.8 | 103
[7] O=C(CSC1=NCCN1)NC1CCCCCC1
  9 | 1 | 93 | -13 | / | 95 | 63 | 0 | -23 | 0.3 | 99
[8] COc1ccc(/C=N\NC(=O)COc2ccc(C(C)(C)C)cc2)cc1Cn1nc(C)cc1C
  45 | 3 | 101 | -6 | -17 | 103 | 21 | -2 | 2 | 0.8 | 101

Main list, repeating the preview:
Below each SMILES – Avidin bead fluor | ABCG2 inh | RGS4-Gao reg | Mcl1-Noxa inh | Pf gametocyte | RGS7-Gao reg | GSH bead fluor | Mcl-1 Bim block | Mcl1 Bid PPI | ABCB1 block | RGS8-Gao
[1] COc1ccc(/C=N/NC(=O)c2cc(C3CC3)[nH]n2)cc1OC
  7 | / | 102 | -6 | 7 | ? | / | / | -15 | / | 103
[2] CCn1c(=O)c(C(=O)CN2CCN(S(=O)(=O)c3cc(C)ccc3C)CC2)c(N)n(Cc2ccccc2)c1=O
  3 | 6 | 93 | 22 | 11 | 93 | 6 | -1 | -7 | 2.7 | 101
[3] CCN1CCN(C(=S)c2ccc(OC)cc2)CC1
  6 | 7 | 99 | 14 | 13 | ? | 14 | -2 | -8 | 0.2 | 94
[4] Oc1ccc(/C=N/NC(=S)Nc2cccnc2)c(O)c1
  13 | -3 | 102 | -5 | -2 | 102 | 18 | -9 | -87 | -0.9 | 103
[5] Cc1ccc(NC(=S)Nc2ccc(OC(F)F)c(Cl)c2)cc1Cl
  3 | 2 | 98 | 24 | -10 | 99 | 9 | -3 | -33 | 0.4 | 91
[6] O=C(c1ccc(Cl)cc1Cl)c1ncc(C(F)(F)F)cc1Cl
  12 | 4 | 100 | -1 | -24 | 100 | 19 | -2 | -3 | 0.8 | 103
[7] O=C(CSC1=NCCN1)NC1CCCCCC1
  9 | 1 | 93 | -13 | / | 95 | 63 | 0 | -23 | 0.3 | 99
[8] COc1ccc(/C=N\NC(=O)COc2ccc(C(C)(C)C)cc2)cc1Cn1nc(C)cc1C
  45 | 3 | 101 | -6 | -17 | 103 | 21 | -2 | 2 | 0.8 | 101
[9] Cc1ccc(NC(=O)/C(C#N)=C(\N)C(Cl)(Cl)Cl)nc1
  9 | -10 | 85 | 8 | / | 93 | 10 | 5 | -4 | -4.8 | 94
[10] CC(=O)Nc1nccc(-c2cc(-c3ccccc3)no2)n1
  8 | / | 95 | 6 | / | ? | / | / | 6 | / | 95
[11] Cc1cc(C)c2c(NC(=S)NC(=O)c3ccccc3)n[nH]c2n1
  8 | -1 | 93 | 11 | -6 | 94 | 16 | -1 | -20 | -0.3 | 98
[12] CCOc1ccccc1OC(=O)c1cc2ccccc2oc1=O
  10 | 13 | 99 | 5 | -39 | 100 | 15 | 0 | 3 | 0.3 | 101
[13] Cc1cccc(CN2CCc3c(OCC(=O)N4CCCc5ccccc54)cccc3C2=O)c1
  12 | 45 | 99 | 2 | -7 | 103 | 11 | -3 | 27 | 10 | 102
[14] CCc1ccc(NC(=O)NCCN2CCc3ccccc3C2)cc1
  30 | 59 | 99 | 0 | 5 | 100 | 22 | -2 | -15 | 1.3 | 101
[15] CC(=O)N/C(=C\c1ccc(F)cc1)C(=O)NC(Cc1c[nH]c2ccccc12)C(=O)O (stereo not given)
  9 | -1 | 99 | -7 | 23 | 100 | 11 | -5 | -22 | -0.1 | 102

Below each SMILES – Avidin bead fluor | ABCG2 inh | RGS4-Gao reg | Mcl1-Noxa inh | Pf gametocyte | RGS7-Gao reg | GSH bead fluor | Mcl-1 Bim block | Mcl1 Bid PPI | ABCB1 block | RGS8-Gao
[16] C/C(=N\NC(=S)Nc1ccc(C)cc1)c1cccc(N)c1
  10 | -1 | 103 | -58 | / | 103 | 16 | 1 | -97 | -0.7 | 103
[17] Cc1ccc(C2C(=O)N(C3CCCC3)CC(=O)N2CC2COc3ccccc3O2)cc1 (stereo not given)
  16 | 1 | 105 | -20 | / | 100 | 25 | 0 | 1 | 1.9 | 101
[18] O=C(CSc1nc2ccccc2[nH]1)N1CCCCC1
  5 | 0 | 103 | -11 | -16 | 102 | 33 | 0 | -15 | 0.1 | 101
[19] Cc1ccc(-c2cc(C(=O)OCC(=O)N(C)C3CCS(=O)(=O)C3)c3ccccc3n2)c(C)c1 (stereo not given)
  11 | 20 | 103 | 12 | / | ? | 16 | -2 | -7 | 2.5 | 99
[20] CCC(=O)C1=C(N2CCCC2)CC(C)(C)CC1=O
  7 | 0 | 98 | -1 | 8 | 95 | 13 | -5 | -12 | 0.0 | 88
[21] COc1ccc(CCN=C(N)NS(=O)(=O)c2ccccc2)cc1OC
  11 | 7 | 102 | 12 | 6 | 102 | 11 | -5 | -3 | 0.2 | 102
[22] Cc1ccc2cc(CN(CC3CCCO3)C(=S)Nc3ccccc3)c(=O)[nH]c2c1 (stereo not given)
  10 | 2 | 92 | 0 | -15 | 95 | 24 | 0 | -47 | 0.6 | 97
[23] CC(=O)Nc1ccc(Sc2ccccc2C(=O)Nc2ccc(F)cc2)cn1
  11 | 2 | 102 | 7 | -3 | 101 | 68 | -3 | -6 | 0.0 | 101
[24] N#Cc1ccc(C23CC4CC(CC(C4)C2)C3)[nH]c1=O
  9 | 6 | 94 | / | / | 97 | 28 | -2 | -5 | 0.9 | 94
[25] CC1CCCCC1NC(=O)/C(C#N)=C/c1ccc2c(c1)OCCO2 (stereo not given)
  1 | 4 | 101 | 12 | / | 103 | 7 | -6 | -10 | 1.3 | 100
[26] CCCc1cc(=O)oc2cc(OCC(=O)NCc3cccs3)ccc12
  15 | 0 | 102 | 10 | -25 | 99 | 9 | -3 | -19 | 0.6 | 103
[27] COCCN(C(=O)Cn1nnc2ccccc21)C(C(=O)NC1CCCC1)c1ccc(OC)cc1OC (stereo not given)
  4 | 12 | 106 | -4 | / | 103 | 28 | 2 | -11 | 4.1 | 100
[28] CC1CCN(c2ccc(C(=O)O)cc2N)CC1
  9 | -3 | 97 | 21 | / | 100 | 52 | -1 | -87 | -0.3 | 98
[29] CCOC(=O)CNC(=O)C1CCCN(c2ncccn2)C1 (stereo not given)
  14 | 3 | 104 | 2 | -3 | 101 | 34 | -2 | -18 | 1.7 | 102
[30] O=C(COc1cccc(Cl)c1)Nc1cc(S(=O)(=O)N2CCOCC2)ccc1N1CCOCC1
  13 | / | 102 | -8 | 9 | ? | / | / | -16 | / | 101

Below each SMILES – Avidin bead fluor | ABCG2 inh | RGS4-Gao reg | Mcl1-Noxa inh | Pf gametocyte | RGS7-Gao reg | GSH bead fluor | Mcl-1 Bim block | Mcl1 Bid PPI | ABCB1 block | RGS8-Gao
[31] CCOC(=O)C1=C(C)N=c2s/c(=C\c3cc(OC)c(OC)c(OC)c3)c(=O)n2C1/C=C/c1ccccc1 (stereo not given)
  9 | -1 | 98 | -17 | -6 | 101 | 10 | 36 | -14 | 0.5 | 98
[32] COc1ccccc1-c1nnc(NC(=O)c2ccc(S(=O)(=O)N(C)Cc3ccccc3)cc2)o1
  34 | -2 | 99 | -72 | / | 98 | 19 | -5 | -62 | -0.8 | 101
[33] C=CCOC(=O)c1sc(NC(=O)c2ccc(OC)cc2)nc1C
  12 | 1 | 100 | -84 | -7 | 101 | 14 | 0 | 3 | 0.0 | 103
[34] Cc1ccc(C(C)C)c(OCC(=O)NN=C2CCCC2)c1
  25 | 0 | 100 | -2 | 23 | 96 | 16 | 3 | -8 | 0.0 | 101
[35] CCOC(=O)c1c(C)oc(/N=C/c2ccccc2O)c1C#N
  12 | 4 | 101 | 16 | / | 106 | 11 | -2 | -33 | 0.6 | 102
[36] Cc1ccccc1C(=O)c1cccn1CC(=O)NCc1ccco1
  7 | 0 | 100 | -5 | / | 101 | 25 | 1 | -9 | 0.1 | 103
[37] C=CCNC(=O)c1onc(CSc2ccc(F)c(F)c2)c1C(=O)O
  9 | 4 | 102 | 19 | 9 | 101 | 33 | -1 | 9 | 1.2 | 98
[38] COc1cccc(NC(=O)c2nc3ncccn3n2)c1
  9 | 7 | 103 | 5 | / | 102 | 10 | 0 | -5 | 1.1 | 104
[39] CC(SC(=S)N1CCOCC1)C(=O)O (stereo not given)
  6 | 3 | 101 | 5 | / | 99 | 10 | -1 | 5 | 0.2 | 93
[40] CCC(CC)c1nnc(NC(=O)c2ccc3ccccc3n2)s1
  10 | 8 | 99 | -14 | 15 | 96 | 25 | -5 | -37 | 1.0 | 100
[41] COc1ccc(Cl)cc1S(=O)(=O)N1CCN(C(=O)c2ccco2)CC1
  8 | 3 | 97 | -8 | -16 | 105 | 18 | 0 | -13 | 1.2 | 99
[42] COC(=O)c1ccc(Oc2coc3cc(OCc4cnn(-c5ccccc5)c4)ccc3c2=O)cc1
  13 | 3 | 108 | 0 | / | 107 | 15 | 1 | -13 | 0.8 | 99
[43] OC(CNC1Cc2ccccc2C1)COc1ccc(F)cc1 (stereo not given)
  6 | / | 87 | -4 | 16 | ? | / | / | -13 | / | 93
[44] O=C(CSc1nnc(-c2cc(-c3cccs3)nc3ccccc23)o1)NC1CCCCC1
  7 | -1 | 110 | -10 | / | 111 | 12 | 2 | -1 | 0.0 | 122
[45] COc1cccc(-c2nnc3n2N=C(C(C)(C)C)CS3)c1
  6 | 11 | 85 | 13 | -7 | 87 | 14 | 0 | -3 | 1.2 | 78
[46] CC(OC(=O)c1cccs1)C(=O)Nc1nc(-c2ccccc2)cs1 (stereo not given)
  11 | 4 | 101 | 23 | 6 | 104 | 11 | -5 | 8 | 0.7 | 106
[47] CC(C)c1ccc(C(=O)CSc2ncn[nH]2)cc1
  9 | -4 | 101 | 24 | / | 104 | 11 | -3 | -16 | -5.2 | 100
[48] CC(=O)Oc1ccc(C(=O)Nc2cccc(-c3nnc(-c4ccco4)o3)c2)cc1
  4 | / | 103 | 6 | 10 | ? | / | / | -11 | / | 98

Source: PubChem
